Compound activity from PubChem.
Statin myotox sup: suppression of simvastatin myotoxicity; rescue of ATP level, % at 7.49 µM; hit rate 0.78% among 330,000; C2C12 myotubes + simvastatin, ATP luminescence, 48 h; scaled: DMSO 0, geranylgeraniol control 100;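 active = mean ATP rescue above about 67%, or every replicate alone reaching that limit, limit read from the data, passing the limit was not always enough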;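 note: myotubes were challenged with 10 µM simvastatin during compound exposure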
PglD inh: inhibitors of Campylobacter jejuni PglD acetyltransferase; purified PglD enzyme, DTNB colorimetric CoA detection; inhibition, % at 12.5 µM; hit rate 0.098% among 360,000; AID 602405; in the data active = inhibition above about 16%, passing the limit was not always enough; note: strong numbers were not always called active
PGC1a acetyl inh: PGC1a acetylation modulation, inhibitor mode; hit rate 0.17% among 350,000; inhibition, % at 15.6 µM; U2OS PGC1a acetylation, AlphaScreen anti-acetyl-lysine; with virally co-expressed GCN5 acetyltransferase;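 active = every replicate shows inhibition of at least 40%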;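 note: 0% = neutral control wells and 100% = positive control wells; some results beyond the cut were filed as inactive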
INS-1E GSIS act: primary screen for activators of insulin secretion dependent on glucose, INS-1E cells, GLuc reporter luminescence | INS-1E GLuc reporter insulin secretion, 2-3 h | activation, % at 16.6 µM | hit rate 0.61% among 370,000 | AID 743287;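 active = lowest replicate activation of at least 40%, so every replicate reaches that level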;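 note: 0% = median of neutral control wells and 100% = median of IBMX positive control wells; some compounds called inactive have numbers as strong as hits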
ARNT TACC3 PPI: disruptors of human ARNT/TACC3 interaction; Q9Y6A5; AlphaScreen His-ARNT PAS-B/GST-TACC3 binding, luminescence; TACC3 fragment carries E629A point mutation; inhibition, % at 9.99 µM; hit rate 0.66% among 390,000; AID 623870;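 active = mean inhibition of replicates at least 50% and at least half of replicates each reaching 50%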;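 note: 0% = complete ARNT plus TACC3 wells and 100% = ARNT alone without TACC3; many hits fall short of the cut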
Cneo AK release: Cryptococcus neoformans lysis via adenylate kinase release. hit rate 0.2% among 360,000. C. neoformans lysis, adenylate kinase release luminescence, 4 h; normalised: neutral wells 0, clomiphene wells 100. lysis activity, % at 15 µM;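 active = mean lysis activity across replicates of at least 80%, whatever share of replicates individually reach that level; inactive = mean lysis activity below 80%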
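Material – log-phase Cryptococcus neoformans yeast cells · Input – 5 × 10^6 yeast cells/mL · Medium – fresh YPD growth medium · Doses – single compound concentration per well · Timing – static 4 h at 37 °C with compound, 1 h detection · Detection – adenylate kinase release luminescence · Read-out – signal increase indicating cell lysis · Control set – Clomiphene as positive lysis control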
PAX8 reporter: lowers PAX8-driven luciferase in RMG-I cells | hit rate 1.2% among 360,000 | inhibition, % at 12.6 µM | AID 652154 | RMG-I TPO-luciferase reporter, SteadyGlo, 24 h;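 active = mean replicate inhibition at least 60% with every replicate also reaching 60%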;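 note: luciferase light reporting Pax8 driven TPO promoter activity; plate controls were median of neutral control wells for no effect and mitoxantrone controls for full effect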
LGR2 inh: blocks bursicon-induced cAMP signaling via Drosophila LGR2; hit rate 0.35% among 380,000; inhibition, % at 9.99 µM; HEK293 LGR2, CRE-luciferase, bursicon-stimulated, 4 h;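 active = drop in luminescence signal, shown as inhibition above about 50% in the replicate tests, limit read from the data, passing the limit was not always enough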;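 note: agonist challenge used bursicon conditioned medium at about half maximal strength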
The depositor's hits bear a star; . = no result given.

SMILES	Statin myotox sup	PglD inh	PGC1a acetyl inh	INS-1E GSIS act	ARNT TACC3 PPI	Cneo AK release	PAX8 reporter	LGR2 inh
O=C(CS(=O)(=O)c1ccccc1)c1ccc2c(c1)OCCO2	.	1	-2	.	-8	-6	.	.
Cc1cccc(C)c1NC(=O)CNC(=O)c1ccccc1OCc1ccccc1	.	.	3	1	1	.	6	3
Cc1[nH]n(-c2ccccc2)c(=O)c1/C=N\NC(=O)C1COc2ccccc2O1 (stereo not given)	.	.	.	-13	61*	.	-9	13
C[C@@H]1CN([C@@H](C)CO)S(=O)(=O)c2ccc(-c3cncnc3)cc2O[C@H]1CN(C)C	-10	-3	-2	11	1	-1	.	33
O=C1NC(Cc2ccc(O)cc2)c2nc3ccccc3c(=O)n2-c2ncccc21 (stereo not given)	5	0	5	15	.	-2	2	3
O=C(Nc1nccs1)c1ccc([N+](=O)[O-])cc1Cl	-4	-3	2	3	-2	-1	-13	4
CC(=O)Nc1ccc(S(=O)(=O)Nc2nc3ccccc3nc2Nc2ccc3ccccc3c2)cc1	.	5	-1	-10	3	-5	-17	-11
CN(C)S(=O)(=O)c1cccc(NC(=O)CNc2cccc(S(=O)(=O)N3CCCCC3)c2)c1	-29	1	-10	.	.	1	32	2
Cc1nnc2ccc(N3CCN(c4ccccn4)CC3)nn12	-1	.	-10	3	16	-2	-24	0
CN1[C@@H]2c3ccc(C4=CCCC4)c(=O)n3C[C@H]1[C@H](CO)[C@H]2C(=O)N1CCOCC1	-12	2	.	21	-15	0	-10	8
COCCn1c(SCC(=O)NCC2CCCO2)nc2c(c1=O)SCC2 (stereo not given)	-11	-1	1	8	-5	0	1	5
O=C1/C(=C/c2ccncc2)SC(=S)N1Nc1ccccc1	.	-3	4	-40	.	-1	2	-5
CC1(O)c2ccccc2C(=O)N1CCc1ccccc1F (stereo not given)	.	.	-6	18	8	.	.	-59
Nc1nonc1-n1nnc(C(=O)N/N=C/c2ccoc2)c1CSc1ccc(Cl)cc1	31	-2	.	1	2	0	-6	7
COc1ccc2nc(NC(=O)CCN3C(=S)NC(C)(C)CC3C)sc2c1 (stereo not given)	-11	3	-1	7	0	0	9	16
CC(C)C(=O)NC(c1ccc(Cl)cc1Cl)c1ccc2cccnc2c1O (stereo not given)	-58	-2	17	-17	20	2	60	26
Cc1cccc(C)c1NC(=O)CSc1nnc(CCCCCNC(=O)OC(C)(C)C)o1	1	2	.	.	-15	0	.	.
C[C@H]1CN([C@@H](C)CO)C(=O)c2cc(NC(=O)Nc3ccc(C(F)(F)F)cc3)ccc2O[C@@H]1CN(C)Cc1ccc(C(=O)Nc2ccccc2N)cc1	56	-1	5	14	11	-1	.	9
Cc1cccc(N/C=C/C(=O)c2ccc(Cl)cc2)c1	-10	-7	3	-2	-3	0	-81	-69
COC(=O)[C@H]1[C@H](CO)[C@H]2Cn3c(ccc(-c4cccc(OC)c4)c3=O)[C@H]2N1CC1CC1	26	-4	.	1	5	2	12	-5
CSCCC(NS(=O)(=O)c1ccc(F)cc1)C(=O)NCc1ccc(S(N)(=O)=O)cc1 (stereo not given)	.	-1	5	.	-2	0	-1	-5
O=C(OCCN=C1NS(=O)(=O)c2ccccc21)C1CC(=O)N(c2ccc(Cl)cc2)C1 (stereo not given)	-4	3	-10	.	12	-3	.	.
Cc1ccc(-c2cnn(-c3cccc([N+](=O)[O-])c3)c2N)cc1	13	-1	4	.	-16	-8	.	.
Cc1c(O)ccc2c(CN(C)Cc3ccccc3)cc(=O)oc12	8	-6	3	5	-2	-2	9	-4
Cc1cc(C(=O)Cn2nc(C(=O)O)c3ccccc3c2=O)c(C)n1-c1ccc(OC(F)F)cc1	.	.	.	1	-3	.	22	1

Arranged by SMILES length (descending): part of the list above
SMILES	Statin myotox sup	PglD inh	PGC1a acetyl inh	INS-1E GSIS act	ARNT TACC3 PPI	Cneo AK release	PAX8 reporter	LGR2 inh
COC(=O)[C@H]1[C@H](CO)[C@H]2Cn3c(ccc(-c4cccc(OC)c4)c3=O)[C@H]2N1CC1CC1	26	-4	.	1	5	2	12	-5
CN1[C@@H]2c3ccc(C4=CCCC4)c(=O)n3C[C@H]1[C@H](CO)[C@H]2C(=O)N1CCOCC1	-12	2	.	21	-15	0	-10	8
C[C@@H]1CN([C@@H](C)CO)S(=O)(=O)c2ccc(-c3cncnc3)cc2O[C@H]1CN(C)C	-10	-3	-2	11	1	-1	.	33
CN(C)S(=O)(=O)c1cccc(NC(=O)CNc2cccc(S(=O)(=O)N3CCCCC3)c2)c1	-29	1	-10	.	.	1	32	2
CSCCC(NS(=O)(=O)c1ccc(F)cc1)C(=O)NCc1ccc(S(N)(=O)=O)cc1 (stereo not given)	.	-1	5	.	-2	0	-1	-5
Cc1[nH]n(-c2ccccc2)c(=O)c1/C=N\NC(=O)C1COc2ccccc2O1 (stereo not given)	.	.	.	-13	61*	.	-9	13
Nc1nonc1-n1nnc(C(=O)N/N=C/c2ccoc2)c1CSc1ccc(Cl)cc1	31	-2	.	1	2	0	-6	7
Cc1cccc(C)c1NC(=O)CSc1nnc(CCCCCNC(=O)OC(C)(C)C)o1	1	2	.	.	-15	0	.	.
O=C1NC(Cc2ccc(O)cc2)c2nc3ccccc3c(=O)n2-c2ncccc21 (stereo not given)	5	0	5	15	.	-2	2	3
Cc1cccc(C)c1NC(=O)CNC(=O)c1ccccc1OCc1ccccc1	.	.	3	1	1	.	6	3
Cc1c(O)ccc2c(CN(C)Cc3ccccc3)cc(=O)oc12	8	-6	3	5	-2	-2	9	-4
O=C(Nc1nccs1)c1ccc([N+](=O)[O-])cc1Cl	-4	-3	2	3	-2	-1	-13	4
Cc1cccc(N/C=C/C(=O)c2ccc(Cl)cc2)c1	-10	-7	3	-2	-3	0	-81	-69

(listing goes on)
SMILES	Statin myotox sup	PglD inh	PGC1a acetyl inh	INS-1E GSIS act	ARNT TACC3 PPI	Cneo AK release	PAX8 reporter	LGR2 inh
COc1ccc(C#Cc2ccc3c(c2)O[C@H](CN(C)C)[C@H](C)CN([C@@H](C)CO)S3(=O)=O)cc1	.	0	-25	-20	7	0	.	5
CN1CCN(CCCN(Cc2cccs2)C(=S)Nc2ccc(Cl)cc2)CC1	.	.	.	-9	8	.	2	9
CS(=O)(=O)Nc1ccc(-c2ccc3nccn3c2)cc1	1	-6	.	4	.	0	-28	-9
COc1ccc(C(=O)N2CCC(C(=O)O)CC2)c2ccccc12	5	.	4	30	-3	.	-3	6
CCCCCCCCNC(=O)c1cnccn1	.	3	-6	19	-6	8	98*	3
COc1ccc2c(c1)nc(SCC(=O)c1ccc(Br)s1)n2C	14	-3	-3	10	-6	1	.	-1
CC(C)c1ccc(NC2CCCN(C(=O)c3cccs3)C2)cc1 (stereo not given)	-33	2	14	-10	7	6	-10	3
O=C(c1cnccn1)N1CCN(S(=O)(=O)c2ccc3ccccc3c2)CC1	6	15	.	-13	-5	-2	.	-10
CCOc1ccc(N(CC(=O)NCCSCc2ccccc2)S(C)(=O)=O)cc1	0	-6	-7	-2	-1	-3	-23	4
CCNC(=O)C12CCC(C)(C(=O)O1)C2(C)C (stereo not given)	9	3	-3	.	1	-1	-16	.
O=C(Nc1nc(-c2ccc(Cl)cc2)cs1)NC1CCCCC1	-6	1	-22	7	-3	0	16	5
CS(=O)(=O)N1Cc2ccccc2CC1C(=O)OCC(=O)NCCc1ccc(S(N)(=O)=O)cc1 (stereo not given)	-1	0	.	.	1	0	11	10
CCn1c(COc2cccc3ccccc23)nnc1SCC(=O)OC1CCCCC1	-5	8	-14	9	8	0	.	-15
CCCCc1ccc(NC(=O)N[C@@H](CC(C)C)C(=O)O)cc1	5	-1	5	-2	-2	2	-15	-13
Cc1ccc(N=Cc2sc(O)c3ccccc23)cc1	-3	4	-4	.	-4	0	-145	.
CN(C)C(=O)c1cccc(-c2ccc3c(c2)[C@H]2[C@H](CCN2S(=O)(=O)c2ccccc2)[C@@H](CO)N3)c1	1	2	0	7	7	4	16	3
COc1ccc(CCNC(=O)CSc2nc3sc(C(=O)O)c(C)c3c(=O)[nH]2)cc1OC	8	9	.	18	-12	2	-7	6
CC(C)NC(=O)c1cccc2c1-c1ccccc1C2=O	1	8	.	10	-7	-1	-1	-4
COC(=O)c1cc2occc2n1Cc1nc(-c2ccc(Cl)cc2)oc1C	-15	3	22	-27	-5	-6	23	-18
CC(C)(C)NC(=O)C1CN(S(=O)(=O)c2ccccc2)CCN1S(=O)(=O)c1ccccc1 (stereo not given)	-7	2	-2	9	.	-3	.	5
CC1(C(=O)NS(=O)(=O)Cc2ccccc2C(F)(F)F)CCN1C(=O)Cc1ccccc1 (stereo not given)	1	-4	-1	9	.	1	.	-5
COc1ccccc1-c1sc2ccccc2c1C#Cc1ccc(N(C)C)cc1	-11	-7	1	.	-7	1	-12	.
COc1cc(C(=O)OCCCN2CCOCC2)cc(OC)c1OC	.	-1	.	13	.	-1	-6	2
C[C@@H]1CN([C@@H](C)CO)C(=O)c2cc(C3=CCCC3)cnc2O[C@H]1CN(C)C(=O)CN(C)C	24	5	-5	2	1	-4	.	-18
CCCOc1ccc(C(=O)C(CN2CCOCC2)c2ccccc2)cc1 (stereo not given)	78*	-16	33	.	-1	-2	.	.
SMILES	Statin myotox sup	PglD inh	PGC1a acetyl inh	INS-1E GSIS act	ARNT TACC3 PPI	Cneo AK release	PAX8 reporter	LGR2 inh
C[C@@H]1CN([C@@H](C)CO)C(=O)c2cc(NC(=O)Nc3ccc4c(c3)OCO4)ccc2O[C@H]1CN(C)Cc1ccc(-c2ccccc2)cc1	.	1	0	-21	2	-1	.	22
O=C(NCCC1=CCCCC1)c1ccc(-n2cncn2)cc1	-40	5	10	-1	-4	0	-201	-80
COc1ccc(C(=S)N(C)C)cc1OC	7	-4	6	.	-5	3	.	.
O=C(CSc1ccc(Cl)cc1)NNC(=O)c1cccnc1	9	-1	5	-4	-6	2	18	10
O=C(Nc1ccc(NC(=O)c2cccs2)cc1)c1ccc2c(c1)OCCO2	-45	.	1	2	-15	.	21	-12
COc1ccc(N(C(=O)CNS(=O)(=O)c2ccccc2)C(C(=O)NCc2ccco2)C(C)C)cc1 (stereo not given)	.	.	-8	-15	2	.	12	-16
COc1ccccc1CNC(=O)C1CCN(S(=O)(=O)c2ccc3c(c2)C(C)(C)C(=O)N3C)CC1	4	5	-8	.	6	-1	-5	19
Cc1ccc(-c2ccc3c(c2)O[C@@H](CN(C)C(=O)CC2CC2)[C@@H](C)CN([C@@H](C)CO)S3(=O)=O)cc1	15	4	2	-3	-2	4	33	19
